hcDAF12 agonist – H. contortus DAF-12 activation, primary screen | HEK293 hcDAF-12 lit1-tk-luc reporter, luminescence; 0% DMSO, 100% Δ7-dafachronic acid | activation, % at 6.8 µM | 1.4% of 370,000 active | AID 652067;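 active = activation above the mean of all tested compounds plus 3 SD, cut at about 5.5% in these data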;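 note: 100% = response to 3 µM Δ7-dafachronic acid high control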
ADAM17 inh – inhibitors of human ADAM17 | P78536 | recombinant ADAM17, EDANS/DABCYL FRET peptide cleavage | inhibition, % at 6.95 µM | 0.83% of 370,000 active | AID 720648;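 active = inhibition above the mean of compounds lying between control limits plus 3 SD, set per campaign, cut at about 8.5% in these data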;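 note: 0% = DMSO-only wells as the low control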
SMARCA2 act – increases SMARCA2 function in MMTV reporter cells | 1% of 370,000 active | activation, % at 9.1 µM | MG213 cells, MMTV-luciferase reporter, dexamethasone, overnight; in the data active = activation above about 7.8%;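 note: 0% = vehicle wells and 100% = reference activator wells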
PG9 Ab binder – PG9 antibody binding by small molecule; TR-FRET gp120-PG9 antibody binding; inhibition, % at 6.7 µM; 0.43% of 360,000 active; AID 624416; in the data active = inhibition above about 8.5%
GC-A act – GC-A (human) enzyme activation. P16066. HEK293 GC-A cells, cGMP TR-FRET, EC30 ANP; 0% at EC30 ANP, 100% saturating ANP. activation, % at 10 µM. 0.14% of 370,000 active. AID 1671463; in the data active = activation above about 40%
FXN GAA850 act – frataxin GAA850 promoter activation. HEK293 lucGAA850 FXN promoter luciferase reporter, 24 h; percent of 10 µM SAHA response. activation, % at 6 µM. 0.56% of 360,000 active. AID 540364;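 active = activation above the average of all compounds screened plus 3 SD, cutoff fixed separately per campaign, cut at about 7.5% in these data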;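 note: 0% = DMSO wells and 100% = 10 µM SAHA wells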
DAX1 inh-1 – inhibitors of human orphan nuclear receptor DAX1 (NR0B1). P51843. HEK293 Gal4-DAX1 luciferase reporter, luminescence. inhibition, % at 6.75 µM. 0.99% of 340,000 active. AID 504766;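 active = inhibition above the mean over all tested compounds plus 3 SD, cut at about 4.2% in these data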;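 note: 0% = DAX1-transfected cells with DMSO and 100% = empty-vector control cells with DMSO; inhibition shows as a rise in luminescence from relieved DAX1 repression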
Target sequence (P51843 207-470 limits assumed): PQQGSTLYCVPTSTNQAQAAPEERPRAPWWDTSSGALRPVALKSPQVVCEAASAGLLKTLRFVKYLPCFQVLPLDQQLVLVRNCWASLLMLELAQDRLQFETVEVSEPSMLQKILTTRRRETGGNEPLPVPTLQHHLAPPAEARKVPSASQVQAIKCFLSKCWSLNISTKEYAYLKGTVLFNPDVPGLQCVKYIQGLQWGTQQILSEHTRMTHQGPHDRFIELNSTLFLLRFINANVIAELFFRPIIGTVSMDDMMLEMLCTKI
DAX1 inh-2 – inhibitors of DAX1 repression of SF-1 activated StAR promoter; HEK293T StAR-luciferase reporter, SF-1/DAX-1 repression relief; inhibition, % at 6.8 µM; 1.1% of 370,000 active; AID 652010;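 active = inhibition above the mean over all tested compounds plus 3 SD, cut at about 3.6% in these data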;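 note: 0% = DAX-1 cells with DMSO and 100% = cells lacking DAX-1 with DMSO; higher inhibition means more luminescence from relief of DAX-1 repression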
ssDAF-12 act – activators of S. stercoralis DAF-12 nuclear receptor; activation, % at 6.8 µM; 1% of 370,000 active; HEK293 ssDAF-12/GRIP1 lit1-tk-luc reporter, luminescence; % of 3 µM dafachronic acid response; AID 652126;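 active = activation above the mean over all tested compounds plus 3 SD, cut at about 0.9% in these data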;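 note: 0% = DMSO-only wells and 100% = 3 µM delta7-dafachronic acid wells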
ADAM10 inh – inhibitors of human ADAM10; inhibition, % at 7 µM; recombinant ADAM10, EDANS/DABCYL FRET peptide cleavage, 3 h; 0.62% of 370,000 active;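 active = inhibition above a per-campaign cutoff equal to the mean of compounds falling between control-based bounds plus 3 SD, cut at about 20% in these data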;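 note: 0% = DMSO wells while the 100% control is not disclosed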
Target sequence (O14672 214-748 limits assumed): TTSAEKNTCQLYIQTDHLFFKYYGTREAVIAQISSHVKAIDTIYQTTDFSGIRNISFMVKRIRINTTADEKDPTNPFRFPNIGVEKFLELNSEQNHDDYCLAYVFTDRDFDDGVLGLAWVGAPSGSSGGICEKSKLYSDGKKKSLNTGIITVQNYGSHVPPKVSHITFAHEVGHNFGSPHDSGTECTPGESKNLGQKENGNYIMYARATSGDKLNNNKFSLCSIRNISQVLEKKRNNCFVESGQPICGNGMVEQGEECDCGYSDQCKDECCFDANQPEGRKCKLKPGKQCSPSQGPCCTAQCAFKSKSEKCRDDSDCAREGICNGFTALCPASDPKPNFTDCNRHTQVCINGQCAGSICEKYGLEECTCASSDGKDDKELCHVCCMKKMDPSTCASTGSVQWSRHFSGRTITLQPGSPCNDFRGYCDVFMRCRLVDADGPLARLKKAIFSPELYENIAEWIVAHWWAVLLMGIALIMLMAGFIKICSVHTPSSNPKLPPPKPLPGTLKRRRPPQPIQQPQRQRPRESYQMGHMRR
hgDAF12 agonist – activates the H. glycines DAF-12 receptor ligand-binding domain. HEK293 GAL4-hgDAF12 UAS-luciferase reporter, agonist luminescence; normalized to butyrate control. activation, % at 6.8 µM. 1.8% of 370,000 active;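 active = activation above a cutoff set at the mean of all screened compounds plus 3 SD, cut at about 10% in these data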;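 note: 0% = DMSO wells and 100% = sodium butyrate wells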
* = called active by the depositor; . = no result given.

smiles,ADAM10 inh,hgDAF12 agonist,ssDAF-12 act,hcDAF12 agonist,SMARCA2 act,DAX1 inh-2,FXN GAA850 act,GC-A act,DAX1 inh-1,PG9 Ab binder,ADAM17 inh
CCn1cc(CNC(=O)CCSc2nc(-c3ccco3)cc(C(F)(F)F)n2)cn1,-2,0.9,-1.5,-0.6,-4,-0.2,.,-3,.,-0.5,-3
CCC1SC(CC)C(=O)N(CC(=O)NCCc2ccccc2)C1=O (stereo not given),3,1.2,-1.4,-0.2,-3,-0.7,1.1,-3,-0.2,-0.6,-6
COc1cc(C2N(c3ccccc3)CCN2c2ccccc2)cc(OC)c1OC,-31,-1.3,-2.1,-0.2,-2,-0.9,-0.8,-5,0.6,-0.5,-11
O=C(c1cccnc1)N1CCN(c2ccc3ccccc3n2)CC1,-222,-6.1,-1.8,-2.6,-4,-1.8,-0.5,1,0.5,-1.6,-71
Cc1ccc(NC(=O)C(C)OC(=O)c2ccc(NS(=O)(=O)c3ccc(F)c(F)c3)cc2)cc1 (stereo not given),11,3.3,-1.7,-2.0,-2,-0.8,1.3,-1,-1.2,-1.8,2
Cc1cc(=O)n2c3ccccc3n(CC(O)CN3CCN(CCO)CC3)c2c1C#N (stereo not given),-111,-0.3,-1.8,-1.0,4,-0.5,2.3,1,1.6,-2.0,-38
CC(C)Oc1cc(F)ccc1-c1cc(C(=O)NCc2ccccc2)[nH]n1,-3,1.4,-1.3,-1.6,1,0.1,-1.5,3,.,-2.1,0
O=C(CN1CCN(S(=O)(=O)c2ccc(F)cc2)CC1)Nc1cc(C(F)(F)F)ccc1Cl,15,1.2,-1.7,-0.2,1,1.3,0.4,-1,-1.1,-3.2,2
CC1CN(C2CCCCC2)C(=S)N(c2ccccc2)C1=O (stereo not given),-17,2.7,-1.2,2.1,-5,-0.9,1.4,3,-0.4,0.0,1
COc1ccc(C(C(=O)N(C)C2CCCC2)N(Cc2ccc(F)cc2)C(=O)c2cc(C)on2)cc1OC (stereo not given),5,-0.5,-1.6,-1.8,-1,-1.0,.,-5,.,.,4
CC1CCN(c2nnc(-c3ccccc3)c3ccccc23)CC1,-9,3.3,-1.5,0.3,-3,-0.3,0.4,-6,1.2,-1.6,2
FC(F)(Cl)c1nnc2ccc(Sc3ccccn3)nn12,5,3.5,-2.0,-0.9,1,-0.3,0.3,1,1.2,0.4,1
CC(C)c1ccc(/C=N/NC(=O)c2nnn(-c3nonc3N)c2CN2CCOCC2)cc1,0,-0.8,-1.1,0.1,-1,-0.2,-0.5,-4,0.4,-2.3,1
Cc1ccc(Cl)cc1NC(=O)c1ccccc1OCC(=O)N1CCOCC1,-2,-1.6,-0.9,1.3,0,-1.4,1.2,-2,-0.1,0.0,-5
COCCNC(=O)c1c(NC(=O)c2nc(SC)ncc2Cl)sc2c1CCCC2,6,-0.5,-1.7,0.6,-3,0.3,1.6,2,-0.1,1.6,-1
CCCc1nc(SCc2ccccc2Cl)n[nH]1,2,-0.9,-1.5,-0.7,-1,0.2,1.6,1,1.6,-0.8,-5
Cc1ccc(OCc2nnc(SC(C)C(=O)O)n2-c2ccccc2)cc1 (stereo not given),11,1.3,-1.4,0.4,3,0.0,0.2,0,-1.0,-2.3,1
Cc1ccc(N2CC(NS(=O)(=O)c3cc(F)ccc3F)CC2=O)cc1C (stereo not given),-13,-3.1,-0.9,0.5,-1,-0.2,0.2,2,0.2,0.1,-1
COc1ccc(-c2nnc(NC(=O)c3ccc4c(c3)OCCO4)o2)cc1,6,2.4,-0.4,-2.4,-1,0.3,0.5,-2,1.9,1.6,-1
CCCCn1c(N)c(N(CCOC)C(=O)c2ccc(C)c(S(=O)(=O)N3CCOCC3)c2)c(=O)[nH]c1=O,-1,2.4,-0.9,-0.5,4,2.8,-0.3,3,0.3,-1.7,-5
CCOc1cccc(OCCOCCn2cnc3ccccc3c2=O)c1,5,-0.8,-1.0,-2.7,-1,-0.2,1.6,-2,2.4,-2.1,-2
O=C(Cc1ccc(Cl)cc1)c1ccccc1,-14,6.6,-0.9,2.8,0,2.0,3.7,7,1.2,2.9,1
CCCCCCCCCCOC(=O)Cn1c(COc2ccccc2OC)[n+](C)c2ccccc21,0,-4.4,-2.7,-3.1,-10,-1.8,-1.9,-25,-4.0,2.2,-1
N#CCOc1ccccc1CNC[C@H]1O[C@@H](n2cnc3c(=O)[nH]c(N)nc32)[C@H](O)[C@@H]1O,-17,-3.4,0.1,-2.0,2,0.5,.,28,.,-1.7,-2
COCCNc1ncnc2c1ncn2[C@H]1CN(CCOC)C[C@@H](CO)O1,-2,0.1,-0.8,-1.3,-4,-0.3,1.7,-1,.,0.1,3
CSCCC(NC(N)=O)C(=O)Nc1cccc(S(=O)(=O)N2CCOCC2)c1 (stereo not given),2,-1.2,-0.8,-1.5,-3,-0.4,0.5,0,-0.1,1.2,-1
Cn1c(=O)[nH]c(=O)c2[nH]c(CN3CCN(Cc4ccccc4)CC3)nc21,-12,0.2,-1.3,-0.5,-4,0.4,0.0,-7,2.2,-0.3,-1
CC1(c2cccc(Br)c2)NC(=O)N(CC(=O)Nc2ccc(S(N)(=O)=O)cc2)C1=O (stereo not given),-1,-1.2,-1.4,-0.4,-4,0.4,0.2,1,-1.5,-1.7,-3
CC(=O)NC(=S)Nc1ccccc1C(=O)Nc1ccccc1,-35,2.5,-1.4,-1.0,-2,0.5,1.1,2,0.8,-0.4,-9
Cn1cnnc1Sc1cc(N2CCN(S(=O)(=O)c3ccc4ccccc4c3)CC2)ccc1[N+](=O)[O-],7,-3.0,-1.6,-1.3,1,-0.5,4.6,-29,1.9,-0.6,4
CCOc1ccccc1NC(=O)c1nnn(CC(=O)Nc2ccc3c(c2)OCO3)c1N,2,0.4,-1.6,0.9,-1,-0.7,1.4,-5,0.5,0.0,-1
Cc1occc1-c1nnc(SCC(=O)N2CCOCC2)n1CC(C)C,-4,0.5,-1.5,1.0,-2,-0.4,-1.7,3,-0.5,-0.9,-3

Next section, starting with the last 2 of the part before.
smiles,ADAM10 inh,hgDAF12 agonist,ssDAF-12 act,hcDAF12 agonist,SMARCA2 act,DAX1 inh-2,FXN GAA850 act,GC-A act,DAX1 inh-1,PG9 Ab binder,ADAM17 inh
CCOc1ccccc1NC(=O)c1nnn(CC(=O)Nc2ccc3c(c2)OCO3)c1N,2,0.4,-1.6,0.9,-1,-0.7,1.4,-5,0.5,0.0,-1
Cc1occc1-c1nnc(SCC(=O)N2CCOCC2)n1CC(C)C,-4,0.5,-1.5,1.0,-2,-0.4,-1.7,3,-0.5,-0.9,-3
O=C(COc1ccccc1Cl)N1CCN(c2ccc(F)cc2)CC1,-1,-1.7,-1.3,-2.6,-4,-1.0,-0.7,-6,-0.1,-2.1,-2
CC(=O)COC(=O)C1CC(=O)N(c2ccc(C)c(C)c2)C1 (stereo not given),7,-0.4,-1.6,1.2,0,-0.1,1.0,4,0.7,-0.3,-6
CCC(C)NC(=O)c1ccccc1NC(=O)CN1C(=O)c2ccccc2S1(=O)=O (stereo not given),-14,0.2,-1.7,-0.8,-1,-0.7,-0.1,3,2.5,-0.8,1
O=C(O)c1ccc(Cl)c(S(=O)(=O)Nc2ccc(S(=O)(=O)Nc3cccc(Cl)c3)cc2)c1,5,-1.7,-1.1,2.0,-2,0.2,0.9,0,0.5,-3.0,-1
COc1ccc(CN2CC(C(=O)NCCN3CCOCC3)CC2=O)cc1 (stereo not given),-7,-1.8,-1.3,-1.6,0,0.0,1.8,-2,0.0,-1.2,-5
O=C(O)CSC(C(=O)Nc1ccc(C(F)(F)F)cc1)c1ccccc1 (stereo not given),0,-0.5,-1.0,-2.4,-2,0.6,-3.3,-2,4.1,-1.9,1
O=S(=O)(c1cccs1)N1CCN(Cc2nc3ccccc3s2)CC1,-4,2.0,-0.1,2.5,0,0.2,4.1,6,-1.0,1.1,-3
CN(C(=O)c1cc(COc2c(F)cccc2F)on1)C1CCOC1 (stereo not given),-4,5.2,-1.1,2.9,3,5.1*,2.4,0,0.8,-2.0,-4

Sorted by value in ADAM17 inh (highest first): some entries from above.
SMILES	ADAM17 inh
O=C(O)CSC(C(=O)Nc1ccc(C(F)(F)F)cc1)c1ccccc1 (stereo not given)	1
O=C(O)c1ccc(Cl)c(S(=O)(=O)Nc2ccc(S(=O)(=O)Nc3cccc(Cl)c3)cc2)c1	-1
O=C(COc1ccccc1Cl)N1CCN(c2ccc(F)cc2)CC1	-2
O=S(=O)(c1cccs1)N1CCN(Cc2nc3ccccc3s2)CC1	-3

The list goes on:
smiles,ADAM10 inh,hgDAF12 agonist,ssDAF-12 act,hcDAF12 agonist,SMARCA2 act,DAX1 inh-2,FXN GAA850 act,GC-A act,DAX1 inh-1,PG9 Ab binder,ADAM17 inh
COCc1cc(=O)c2ccccc2o1,5,1.1,-0.9,1.8,0,0.1,0.2,3,0.5,0.8,2
CN(C)S(=O)(=O)c1ccc(NC(=O)CN2CCN(c3ccccn3)CC2)cc1,-3,-0.9,-1.8,-1.1,-2,-0.4,-0.3,-6,0.6,2.2,-4
CC1(C)CC(=O)C(N=Nc2c(Cl)cc(Cl)cc2Cl)=C(O)C1,1,-0.6,-1.2,-1.6,-1,-1.0,2.3,1,0.4,1.0,-3
N#Cc1cc(Oc2ccc(Cl)cc2)c(N2CCOCC2)cc1C#N,-1,-2.0,-1.3,-3.1,-3,-0.9,2.0,-3,1.1,-0.8,-1
CCCCn1c(N)c(N(CCOC)C(=O)COc2ccc(OCC)cc2)c(=O)[nH]c1=O,-19,-2.6,-1.4,0.6,-5,-0.2,-0.2,1,1.2,1.1,-2
C[C@@H]1CN([C@H](C)CO)C(=O)CCCn2cc(nn2)CO[C@H]1CN(C)S(=O)(=O)c1ccccc1C#N,3,1.4,-0.6,3.0,-6,-1.4,1.9,2,0.2,-1.2,-2
Cc1occc1C(=O)NC(C)C12CC3CC(CC(C3)C1)C2 (stereo not given),1,0.5,-1.1,-2.3,-1,-0.7,0.3,-4,1.5,0.4,0
CCOc1ccc(N(CC(=O)NCCSCc2ccccc2Cl)S(C)(=O)=O)cc1,4,0.8,-1.6,-2.2,2,-0.2,2.7,-2,-2.3,-1.8,-2
CC(C)C[C@@H](CSc1ccc(Br)cc1)N1CCN(CCc2ccccc2)CCC1=O,17,0.9,-1.1,1.6,2,-0.2,-1.0,0,0.0,-1.3,5
CCOc1ccc(/C(O)=C2/C(=O)C(=O)N(c3ccccn3)C2c2ccc(F)cc2)c(C)c1 (stereo not given),1,-0.4,-1.1,-1.0,-4,0.2,0.0,6,2.7,10*,-6
COc1ccc(N2CCN(C(=O)CSc3nnc4c(C)cc5ccccc5n34)CC2)cc1,-1,0.4,-1.3,-0.7,-4,-1.1,0.6,-29,-0.8,-3.3,1
O=C(NC1CCCCC1)c1cc(F)cc2c1OCOC2,-3,1.6,-0.9,-1.6,0,0.0,1.1,-1,2.1,0.4,-4
COc1ccc(C(=O)N2CCN(Cc3ccc4c(c3)OCO4)CC2)cc1OC,7,-2.7,-1.1,-2.0,-2,-0.8,2.2,6,-2.6,-0.1,-2
O=C(C1CCCN(Cc2ccc([N+](=O)[O-])cc2)C1)N1CCCCC1 (stereo not given),-15,-2.8,-1.9,0.1,-5,-0.2,-1.8,0,-1.2,0.9,2

Screening data: PubChem, several laboratories
